HT1080 cytotoxicity: cytotoxicity in HT1080 fibrosarcoma cells, cell-based, fluorescence readout (AID 620); HT1080 viability, fluorescence; higher % means a stronger effect; cytotoxicity, % at 10 µM, or EC50 in µM where a hit was titrated; hit rate 0.42% among 87,000; in the data active means cytotoxicity above about 50%;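 further: cells exposed to compound overnight then 4 h with Alamar Blue; 0% = vehicle DMSO and 100% = killing control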
* marks the source's active call; other numbers are inactive results. An excerpt; count on the stated rates, not on these rows.

canonical_smiles | HT1080 cytotoxicity
CN(C)CCNc1ncnc2c1sc1nc(N3CCOCC3)c3c(c12)CC(C)(C)SC3 | 16%
Cc1nc(Oc2ccc(Cl)cc2)c2oc3ccccc3c2n1 | 8%
FC(F)(F)c1nnc2ccc(N3CCN(c4ccccc4)CC3)nn12 | 4%
COC(=O)CNc1ccc2c(c1)OCO2 | 9%
O=C(COc1ccc(S(=O)(=O)NC2CCCCC2)cc1Cl)NCc1ccc2c(c1)OCO2 | 2%
COc1ccccc1NC(=O)NCCCl | 0%
CCOC(=O)c1ccccc1NS(=O)(=O)c1ccc(C)cc1 | 7%
CCCCn1c(SCC(=O)Nc2cc(C)on2)nnc1-c1ccco1 | 0%
CCC(C)(c1ccc(C=O)s1)c1ccc(C=O)s1 | -10%
CC(C)Cn1c(N)c(C(=O)COC(=O)c2cc(C3CC3)nc3ccccc23)c(=O)n(C)c1=O | 26%
c1ccc(-n2nnnc2-c2cnc(-c3cccnc3)nc2-c2cccs2)cc1 | 13%
COC(=O)[C@H](Cc1ccccc1)NC(=O)Nc1ccc(C)cc1 | -13%
COC(=O)c1[nH]c(=O)c2ccccc2c1O | -4%
CCN(CC)CCOC(=O)c1ccc2c(c1)OCCO2 | -12%
CC12CCC(C/C1=N\OC(=O)c1ccc(F)cc1)C2(C)C (configuration not stated) | 3%
CCOc1ccc(NC(=O)COC(=O)CCCc2c[nH]c3ccccc23)cc1 | 3%
c1ccc2c(c1)c1ccccc1n2CN1CCOCC1 | 0%
CCCCC#Cc1ccccc1CC(=O)Nc1ccccc1 | 4%
CCOC(=O)c1ccc(NC(=O)C2(c3ccccc3)CCOCC2)cc1 | 0%
CCOP(=O)(O)c1ccccc1OCCCCCOc1ccccc1P(=O)(O)OCC | 2%
COC(=O)c1cccc(Cn2c(Cl)c(/C=N/NC(=O)c3ccccc3Cl)sc2=O)c1 | 0%
O=C(CC12CC3CC(CC(C3)C1)C2)Nc1ccc2c(c1)COC2=O | 1%
CCOC(=O)CCNC(C(=O)OCC)c1ccccc1 (configuration not stated) | -11%
O=C(CSCc1ccc(Cl)cc1)N1CCN(Cc2ccc3c(c2)OCO3)CC1 | 14%
CCCc1nc2c(nnn2Cc2ccccc2F)c(=O)[nH]1 | 34%

New compounds follow
canonical_smiles | HT1080 cytotoxicity
CCOc1ccc(N2C(=O)C(c3ccccc3)=C(c3nc4ccccc4s3)C2NC(C)=O)cc1 (configuration not stated) | 2%
CCN(CC)Cc1nc2c(c(=O)[nH]1)C1(CCCC1)Cc1ccccc1-2 | -24%
COC(=O)Cc1cn(-c2ncc(C(F)(F)F)cc2Cl)c2ccccc12 | -6%
O=C(ONC1=NCCCCC1)c1c(F)cccc1F | -3%
O=C(CCl)N(c1ccccc1)c1c[nH]c2ccccc12 | 71%*
CC(=O)N(C)/C=C1\Sc2ccccc2C1=O | -18%
CN(C)c1nc(C(N)=O)nc(N2CCOCC2)n1 | -16%
O=C(COC(=O)c1ccncc1)NC(=O)C1CCCCC1 | -18%
CCOC(=O)COC(=O)c1ccc(Oc2cc(C)nc(SC)n2)cc1 | -18%
COc1ccc2nc(SCc3cccnc3)c(C#N)cc2c1 | -7%
COC(=O)c1ccc(C(NC(=O)OCc2ccccc2)/C(C)=C/[C@@H](C)C(=O)NCCc2c[nH]c3ccc(OC)cc23)cc1 (some centres not stated) | -29%
CCc1ccc(NS(=O)(=O)c2ccc(OC)c(C)c2)cc1 | 4%
CN1CCN(C(=O)c2ccccc2NC(=O)C(C)(C)C)CC1 | -7%
Cc1cc(C)c2oc(-c3cccc(NC(=O)c4ccc(F)cc4)c3)nc2c1 | -8%
CC(=O)Oc1ccc2c(c1)C(=O)c1ccccc1CO2 | 1%
Cc1cc(C)cc(OCC(=O)O/N=C(\N)c2ccccn2)c1 | 26%
O=S(=O)(NN=C1CCCCCCC1)c1ccc(Br)cc1 | 11%
CCn1c(Cc2ccccc2)nnc1SCC(=O)Nc1ccc(C)cc1 | -12%
Clc1ccc(C2[C@H]3CN(CC4CCCCC4)[C@H](c4ccccc4)C34CC2(c2ccccc2)C4)cn1 (some centres not stated) | -25%
NC(=S)N/N=C/c1cc([N+](=O)[O-])ccc1OCCOc1ccccc1 | 4%
CCCSc1nc(O)c(C2OC(=O)c3c2ccc(OC)c3OC)c(=O)n1-c1ccccc1 (configuration not stated) | -7%
Cc1sc2nc(SCC(=O)NCc3ccco3)n(Cc3ccccc3)c(=O)c2c1C | -10%
Cc1csc(OCC(=O)Nc2ccc(C)c(C)c2)n1 | -7%
CN(C(=O)CSc1nc(-c2ccccc2)cs1)C1CCS(=O)(=O)C1 (configuration not stated) | -13%
CC(NS(=O)(=O)c1ccccc1)C(=O)NCc1ccco1 (configuration not stated) | 2%

The results go on.
canonical_smiles | HT1080 cytotoxicity
CCOC(=O)COc1ccc(S(=O)(=O)N2CCN(c3ccc(F)cc3)CC2)cc1 | 28%
C=CCNC(=S)NNC(=O)c1ccc(OCCCC)cc1 | -4%
O=C1N=C(N2CCCC2)S/C1=C\c1ccccc1 | 0%
CNC(=O)[C@H](C)[C@@H]1C[C@@]1(C)[C@@H](NC(=O)OCc1ccccc1)c1ccccc1 | 9%
Cc1nnc(Sc2c(-c3ccccc3)c3ccc(Cl)cc3[nH]c2=O)s1 | 6%
CCCCNC(=O)CSc1nc2ccccc2c(=O)n1CC1COc2ccccc2O1 (configuration not stated) | 19%
CCCC(=O)Nc1nc2nc(-c3ccccc3)cc(=O)n2[nH]1 | 21%
C/C(=C\c1ccccc1)CN1CCC(C(=O)N2CCC(C)CC2)CC1 | 4%
CCC(=O)N1CCc2cc(S(=O)(=O)NC(Cc3ccccc3)C(=O)Nc3nccs3)ccc21 (configuration not stated) | -2%
COc1ccc(S(=O)(=O)N2CCC(C(=O)Nc3ccc4c(c3)OCCO4)CC2)cc1OC | 4%
COc1ccc(-c2csc(N3CCN(C(=O)c4ccccc4)CC3)n2)cc1 | -2%
O=c1oc(-c2cccc(Cl)c2)nc2c1cnn2-c1ccccc1 | -15%
Cc1ccc2cc(S(=O)(=O)NCCC(=O)O)ccc2c1 | -1%
Cn1c(SCC#N)nnc1-c1ccc2c(c1)OCO2 | 10%
COc1ccc(-c2nc(SCc3ccccc3)n(S(C)(=O)=O)n2)cc1 | -8%
O=C(O)CNC(=O)c1ccc(S(=O)(=O)N2CCOCC2)cc1 | 6%
CCn1cc(C(=O)O)c(=O)c2cc(Br)ccc21 | -5%
COc1ccc(/C=C/C(=O)CC(O)(c2ccccc2)C(F)(F)F)cc1 (configuration not stated) | 6%
CCCCC(Nc1ncnc2ccccc12)C(=O)O (configuration not stated) | 1%
Cc1nn(Cc2ccccc2)c(C)c1C(=O)OCC(=O)c1cc(C)n(CC(F)(F)F)c1C | 3%
O=C(NCc1ccc(Cl)cc1)c1cnccn1 | -6%
COc1ccc(Nc2ncc(C(=O)N3CCN(Cc4ccccc4)CC3)c3ccccc23)cc1 | 0%
CCn1nc(C)c(NS(=O)(=O)c2ccccc2)c1C | -9%
CC(=O)CS(=O)(=O)c1ccc(Oc2ccc(S(=O)(=O)CC(C)=O)cc2)cc1 | 0%
Cc1ccsc1C(=O)NNC(=O)C1CCCCC1C(=O)O (configuration not stated) | -1%

In another format: results already given
Compound: O=C1N=C(N2CCCC2)S/C1=C\c1ccccc1
- HT1080 cytotoxicity: 0%

Compound: CNC(=O)[C@H](C)[C@@H]1C[C@@]1(C)[C@@H](NC(=O)OCc1ccccc1)c1ccccc1
- HT1080 cytotoxicity: 9%

Compound: Cc1nnc(Sc2c(-c3ccccc3)c3ccc(Cl)cc3[nH]c2=O)s1
- HT1080 cytotoxicity: 6%

The results go on.
canonical_smiles | HT1080 cytotoxicity
CC(C)CNC(=O)c1coc(=O)c(Br)c1 | 20µM*
Cc1ccc(CNC(=O)C2CCCN2C(=O)NCc2ccccc2)cc1 (configuration not stated) | -7%
Cn1nc(CC(=O)NC2CCCCCCCCCCC2)c2ccccc2c1=O | 12%
Cc1ccc(O)c(-c2cc(C(F)(F)F)[nH]n2)c1 | 4%
C[C@]1(C(=O)NCCc2c[nH]c3ccccc23)C=C[C@@H](Cc2ccccc2)N1C(=O)c1ccccc1 | -29%
COc1ccc(C(=O)N=c2c(C#N)cc3c(=O)n4cccc(C)c4nc3n2Cc2ccco2)cc1 | 3%
COc1ccc(-c2cc(-c3cccs3)c(C#N)c(SCC(=O)NCc3ccccc3OC)n2)cc1 | -3%
CCn1c(C)c(C(C)=O)c(N2CCN(c3ccc(F)cc3)CC2)nc1=S | -11%
COc1cccc(CNS(=O)(=O)c2cc(Br)cc3c2N(C(C)=O)C(C)C3)c1 (configuration not stated) | 3%
O=C1OCc2cc(NC(=O)C34CC5CC(CC(C5)C3)C4)ccc21 | -17%
COc1ccc(Nc2ncc3c(n2)CC(c2ccc(C)cc2)CC3=O)cc1 (configuration not stated) | 20%
CC(C)(C)N(Cc1ccccc1)C(=O)CSc1nc2ccccc2c(=O)[nH]1 | -3%
CCn1nc(CCC(=O)O)c2ccccc2c1=O | -11%
CN(C)C(=O)N1CCC(C(=O)NCc2ccc3c(c2)OCO3)CC1 | 0%
Cc1cc(=O)[nH]c2c1c(C)nn2C1CCCCC1 | -7%
COc1cccc(/C(O)=C2\C(=O)C(=O)N(c3ccccn3)C2c2cccc(OC)c2OC)c1 (configuration not stated) | 22%
CCCN(CCC)CC(=O)Nc1cccc2c1OCO2 | -6%
CCN(CC)C(=O)CN(c1ccc2c(c1)OCO2)S(C)(=O)=O | -2%
Cc1ccc(S(=O)(=O)N2CCN(S(=O)(=O)c3ccc(C)cc3)C2)cc1 | 7%
O=C(Nc1cccc(-c2nc3ccccc3o2)c1)c1ccc(N2C(=O)C3C4C=CC(C4)C3C2=O)cc1 (configuration not stated) | 22%
CCc1nnc(N2C(=O)c3cccc4cccc(c34)C2=O)s1 | -13%
CCOC(=O)C(Cc1ccccc1)NC(=O)Cn1nnc(-c2ccc(SC)cc2)n1 (configuration not stated) | -17%
O=C(CC1(O)C(=O)N(Cc2ccccc2)c2ccccc21)c1ccc2c(c1)OCO2 (configuration not stated) | 0%
CC(SC(=S)N1CCOCC1)C(=O)O (configuration not stated) | 7%
Cc1cc(C)c2c(=O)cc(C(F)F)oc2c1 | 3%

Next section
canonical_smiles | HT1080 cytotoxicity
CNC(=O)c1sccc1SCc1c(Cl)cccc1Cl | -10%
CC(C)CNS(=O)(=O)c1ccc(OCC(=O)NCC2CCCO2)c(Cl)c1 (configuration not stated) | -13%
Cn1ccnc1SCC(=O)NC1CC1 | -5%
NS(=O)(=O)c1ccc(CNC(=O)C23CC4CC(CC(C4)C2)C3)cc1 | 10%
Cc1ccc(OCC(=O)N/N=C/c2cccn2C)cc1 | -4%
COc1cccc(N(C(=O)Cn2nnc(-c3cccs3)n2)C(C(=O)NC(C)C)c2ccc(C)o2)c1 (configuration not stated) | -13%
COc1cc(S(=O)(=O)NCC2CCCO2)ccc1Br (configuration not stated) | 4%
COc1ccc(/C(C)=C2\SC(=S)N(CCC(=O)O)C2=O)cc1 | 3%
Cn1c(CNC(=O)c2ccccc2)nnc1SCC(=O)N1CCN(c2ccccc2)CC1 | -8%
Cc1ccc(-c2nnn(C(C)C(=O)N3c4ccccc4CCc4ccccc43)n2)cc1 (configuration not stated) | -13%
COc1ccc(CCNC(=O)C2CCN(C(=O)NC3CCCCC3)CC2)cc1 | -14%
COC(=O)c1ccccc1NC(=O)Cn1nnc(-c2ccc(OC)cc2)n1 | 3%
Cc1cc(C)cc(N2C(=O)CC(n3nc(C)cc3C)C2=O)c1 (configuration not stated) | 2%
CCOCCCNS(=O)(=O)c1ccccc1 | -12%
CCOC(=O)Nc1ccc2c(c1)N(C(=O)CCN1CCN(C)CC1)c1ccccc1S2 | -5%
O=c1c(Cl)c(NCCCO)cnn1-c1nc2ccccc2[nH]1 | 24%
N/C(=N\OS(=O)(=O)c1ccc(Br)cc1)c1ccncc1 | -15%
CCCC(C)NC(=O)c1cc(Cl)ccc1OC (configuration not stated) | 3%
O=C1c2ccccc2CCC12N=NCC2c1ccc(Br)cc1 (configuration not stated) | 1%
CS(=O)(=O)N1CCN(C(=O)c2ccc(Br)s2)CC1 | 34%
C[C@@H](C(=O)Nc1ccc2ccccc2c1)[C@@H]1C[C@@]1(C)[C@@H](NC(=O)c1cnccn1)c1ccccc1 | -15%
O=C(Cn1c(SCC(=O)N2CCc3ccccc32)nc2ccccc21)NC1CCCC1 | -4%
O=C(c1ccc(Cl)s1)N1CCCC1 | 7%
COc1ccc(N2C(=O)C(Cl)=C(Nc3ccccc3O)C2=O)cc1 | 17%
Cc1occc1-c1n[nH]c(=S)n1CC(C)C | -2%

Following part:
canonical_smiles | HT1080 cytotoxicity
COc1ccc(NC(=O)CCC(=O)Nc2nnc(C(F)(F)F)s2)c(OC)c1 | -5%
Cc1cc(NC(=O)C2CCCC2)n(-c2nc3ccccc3[nH]2)n1 | -15%
N/C(Cc1cccs1)=N\OC(=O)COc1ccc(Br)cc1Cl | -7%
Cc1cc(Cl)ccc1OCCCC(=O)N1CCN(C)CC1 | -7%
O=C(C1=C(O)/C(=C/c2ccc(O)cc2)CCC1)C(F)(F)F | -7%
C[N+](C)(C)CCN(Cc1ccc(Cl)cc1)c1ccccn1 | -6%
c1ccc(Nc2nc(N3CCCC3)nc(N3CCCC3)n2)cc1 | 6%
CCN(CC)S(=O)(=O)c1ccc(Nc2ccc(-c3ccc4c(c3)OCCO4)nn2)cc1 | -1%

Another view of 3 compounds above.
N/C(Cc1cccs1)=N\OC(=O)COc1ccc(Br)cc1Cl
- HT1080 cytotoxicity: -7%

Cc1cc(Cl)ccc1OCCCC(=O)N1CCN(C)CC1
- HT1080 cytotoxicity: -7%

O=C(C1=C(O)/C(=C/c2ccc(O)cc2)CCC1)C(F)(F)F
- HT1080 cytotoxicity: -7%
